# Compound activity deposited in PubChem by National Center for Advancing Translational Sciences (NCATS).
# Pol eta inh: inhibitors of human DNA polymerase eta | Q9Y253 | recombinant Pol eta, fluorescent DNA replication assay | Potency, µM (series often up to 114 µM), without a hit: top-dose activity change, negative = inhibition, most hits filed as inhibitors | hit rate 1.2% among 390,000 | AID 588591; further: on the % scale 0 is the no-effect control and ±100 the full control effect
#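 Fluorescent replication assay: 50 nM final substrate added after a 15 min room-temperature compound preincubation with 10 nM enzyme. Signal taken at 0 min and again at 10 min.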
# Pol iota inh: DNA polymerase iota (human) inhibition; Q9UNA4; Pol iota fluorescent replication assay, 10 min; Potency, µM (titrated, usually from 115 µM), without a hit: at the highest dose activity, negative = inhibition, usual class: inhibitors; hit rate 1% among 390,000; AID 588590
# Target sequence (Q9UNA4 whole entry, looked up): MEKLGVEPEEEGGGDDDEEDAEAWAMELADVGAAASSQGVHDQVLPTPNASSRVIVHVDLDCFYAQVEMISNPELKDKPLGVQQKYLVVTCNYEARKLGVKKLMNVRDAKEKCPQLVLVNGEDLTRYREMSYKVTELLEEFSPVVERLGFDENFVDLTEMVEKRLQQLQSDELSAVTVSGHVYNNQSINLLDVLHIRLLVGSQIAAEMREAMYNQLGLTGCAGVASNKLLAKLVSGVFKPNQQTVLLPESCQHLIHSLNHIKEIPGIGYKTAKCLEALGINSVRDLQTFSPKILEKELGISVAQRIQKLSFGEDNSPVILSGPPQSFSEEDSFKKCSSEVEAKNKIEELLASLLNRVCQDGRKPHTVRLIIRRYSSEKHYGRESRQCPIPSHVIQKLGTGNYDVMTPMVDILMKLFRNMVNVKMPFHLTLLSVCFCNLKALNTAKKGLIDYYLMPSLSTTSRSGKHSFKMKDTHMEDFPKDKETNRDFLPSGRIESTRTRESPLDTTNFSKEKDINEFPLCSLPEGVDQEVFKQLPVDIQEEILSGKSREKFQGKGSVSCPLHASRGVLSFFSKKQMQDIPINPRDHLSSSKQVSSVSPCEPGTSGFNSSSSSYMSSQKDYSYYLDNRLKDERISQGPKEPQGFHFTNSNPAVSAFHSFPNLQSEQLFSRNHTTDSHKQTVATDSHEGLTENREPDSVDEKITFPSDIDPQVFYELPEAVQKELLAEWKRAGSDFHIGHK
#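 Fluorescent replication assay read twice, at 0 min and 10 min after adding 50 nM (final) substrate. Enzyme (10 nM) and compounds were first incubated 15 min at room temperature; enzyme-free buffer wells were negative controls.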
# APEX1 inh: blocks human APE1 abasic DNA cleavage; recombinant APE1, TAMRA/BHQ-2 abasic DNA cleavage fluorescence; Potency, µM (top dose mostly 65.8 µM), inactives show at the highest dose activity change, negative = inhibition, hits mostly inhibitors; hit rate 0.35% among 350,000; AID 2517;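 further: plate controls were vehicle for no effect and reference inhibitor for full effect; nearly all actives have a fitted effect of over 55% in size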
# Target sequence (P27695 whole entry, looked up): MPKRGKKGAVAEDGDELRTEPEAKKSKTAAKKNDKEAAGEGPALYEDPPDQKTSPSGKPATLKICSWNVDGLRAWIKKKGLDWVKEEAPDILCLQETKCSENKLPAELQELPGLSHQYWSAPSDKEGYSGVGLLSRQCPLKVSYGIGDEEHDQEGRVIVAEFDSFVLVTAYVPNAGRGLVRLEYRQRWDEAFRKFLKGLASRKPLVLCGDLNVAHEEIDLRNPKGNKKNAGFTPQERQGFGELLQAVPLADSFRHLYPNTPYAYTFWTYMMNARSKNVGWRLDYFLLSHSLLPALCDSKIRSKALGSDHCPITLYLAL
#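 Readout is kinetic fluorescence (ex 525, em 598 nm) from cleavage of 50 nM TAMRA/BHQ-2 THF abasic duplex by 0.75 nM APE1, compound added 15 min beforehand at RT.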
# POLK inh: inhibitors of human DNA polymerase kappa | Q9UBT6 | purified Pol kappa, fluorescent DNA synthesis assay, 10 min | Potency, µM (series often up to 107 µM), inactives show at the top dose activity, negative = inhibition, hits mostly inhibitors | hit rate 0.53% among 400,000 | AID 588579; further: on the % scale 0 is the no-effect control and ±100 the full control effect
#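 10 nM Pol kappa preincubated 15 min at room temperature with compounds, then reaction started with substrate at 50 nM final. Fluorescence read kinetically at 0 and 10 min; buffer-only wells served as negative control.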
# BAZ2B block: inhibitors of human BAZ2B bromodomain; Q9UIF8; AlphaScreen BAZ2B-H3K14Ac peptide displacement; Potency, µM (top dose mostly 114 µM), for inactives: at the highest dose activity change, negative = inhibition, actives largely listed as inhibitors; hit rate 4.4% among 360,000; AID 504333; further: on the % scale 0 is the no-effect control and ±100 the full control effect; nearly all actives have a fitted effect of over 60% in size
#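 BAZ2B 50 nM plus b-H3(5-23)K14Ac 50 nM, PBS pH 7.4/0.01% Tween-20, 30 min RT; compound added (max 110 uM), 30 min RT; streptavidin donor/Ni-chelate acceptor beads 10 ug/mL final, 20 min dark; AlphaScreen read.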
# JMJD2A Tudor inh: inhibitors of human JMJD2A Tudor domain; hit rate 4.4% among 390,000; AID 504339; AlphaScreen JMJD2A-Tudor / H3K4me3 peptide binding; O75164; Potency, µM (series often up to 114 µM), for inactives: at the top dose activity change, negative = inhibition, most hits filed as inhibitors; further: on the % scale 0 is the no-effect control and ±100 the full control effect; nearly all actives have a fitted effect of over 50% in size
# G9a inh: inhibitors of human histone lysine methyltransferase G9a | hit rate 8.8% among 350,000 | G9a H3K9 monomethylation, AlphaScreen, 2 h | Potency, µM (doses to about 102 µM), inactives show top-dose activity, negative = inhibition, hits mostly inhibitors; further: on the % scale 0 is the no-effect control and ±100 the full control effect; nearly all actives have a fitted effect of over 75% in size
#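 Signal arises when biotinylated H3K9 peptide, once monomethylated, bridges streptavidin donor and antibody-captured acceptor beads. Enzyme at 20 nM was preincubated 15 min with test compounds; peptide 500 nM and SAM 20 uM then reacted for 2 h.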
# BLM helicase inh: Bloom syndrome helicase (human) inhibition; hit rate 0.2% among 350,000; recombinant BLM DNA unwinding, fluorescence dequenching; P54132; Potency, µM (top dose mostly 56.1 µM), inactives show top-dose activity change, negative = inhibition, usual class: inhibitors;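 further: plate controls were vehicle for no effect and no enzyme for full effect; nearly all actives have a fitted effect of over 35% in size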
# POLB inh: inhibitors of human DNA polymerase beta; AID 485314; Pol beta primer extension/strand displacement, fluorescence kinetic; hit rate 1.3% among 340,000; Potency, µM (series often up to 114 µM), without a hit: at the highest dose activity change, negative = inhibition, most hits filed as inhibitors; further: on the % scale 0 is the no-effect control and ±100 the full control effect
#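 Curves were derived by four-parameter Hill fits of normalized qHTS data. The kinetic fluorescent primer-extension read was taken at 0 and 10 min after 50 nM substrate, following a 15 min room-temperature preincubation of 10 nM enzyme with compounds.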
# Starred values were filed as active, the others as inactive; ? = inconclusive; nt = not tested or not shown; [ ] = dose if it differs, or a comment. The call rests on the fitted dose curve; in most records, active means well fitted curve in the direction sought with a large enough effect; inconclusive means small, poorly fitted or top-dose-only effect, or another doubt; inactive means no such curve, though single readings can be large; an effect the other way counts as inactive or inconclusive. Potency means the concentration at half of the fitted maximal effect. An excerpt; count on the stated rates, not on these rows.
SMILES,Pol eta inh,Pol iota inh,APEX1 inh,POLK inh,BAZ2B block,JMJD2A Tudor inh,G9a inh,BLM helicase inh,POLB inh
COc1ccc(CNC(=O)C/C(C)=N/NC(=O)Cc2ccc(OC)cc2)cc1,-16%,-12%,2%,-11%,-20%,-7%,?,2%,11%
CC(C)Cn1c(=S)[nH]c2cc(C(=O)NCc3ccccc3F)ccc2c1=O,-3%,-18%,6%,-1%,5%,-6%,2%[2.33 µM],nt,nt
O=C(COc1ccccc1F)Nc1nc(-c2ccccn2)cs1,?,?,-2%,-42%,nt,79µM*,nt,nt,nt
COc1ccc(-c2nc(C)c(CCNS(=O)(=O)c3cc(C)c(C)cc3C)s2)cc1,-7%,-21%,nt,-6%[60.1 µM],-10%,-24%,-2%[59 µM],-11%,4%
CCc1cc(=O)oc2cc(C)c3c(C)coc3c12,-13%,17%,2%,2%,9%,-3%,21%[59 µM],3%,?
O=[N+]([O-])c1cc(Cl)ccc1NCCNS(=O)(=O)c1ccccc1,-1%,20%,-2%,-7%,-33%,-12%,-3%[59 µM],6%,31%
CCCCC(=O)Nc1ccc2c(c1)nc(CN1CCN(C(=O)OCC)CC1)n2C,5%,3%,5%,-3%,-2%,7%,-24%,-1%,-1%
CC1CN(S(=O)(=O)c2cc(C(=O)N(C)Cc3cccs3)ccc2Cl)CC(C)O1 (stereo not given),-8%,10%,-2%,-8%,nt,-19%,nt,nt,nt
COc1cc([N+](=O)[O-])ccc1N,-5%,71%[activator],-2%,-4%,7%,-9%,?,-2%,18%[57.1 µM]
Cc1ccccc1N(C)S(=O)(=O)c1ccc2[nH]cc(C(=O)NCC3CCCO3)c(=O)c2c1 (stereo not given),-1%,-15%[58.9 µM],-5%,-2%,-2%,-32%,1%[12.7 µM],-2%,-8%
Cn1cnc(S(=O)(=O)Nc2ccc(OC(F)(F)F)cc2)c1,-13%,-15%,-3%,-11%,-9%,2%,4%,-1%,-4%
CC(C)Oc1ccc(C(CCNCc2ccc(O)cc2)c2ccccc2)cc1 (stereo not given),-20%,19%,31%,9%,-21%,-28%,-6%,-1%,33%
CCOc1cc(N2CCOCC2)c(OCC)cc1NC(=O)c1nc2nc(C)cc(C)n2n1,?,0%,-12%,-6%,13%,3%,-2%,-4%,2%
O=C1CCc2cc(S(=O)(=O)Nc3ccccc3)cc3c2N1CCC3,-1%,30%[activator],3%,-5%,12%,-7%,1%,nt,nt
OCc1cn(-c2ccccc2)nc1-c1cccnc1,-8%,8%,3%,-2%,-5%,-2%,-7%,1%,15%

# The final 7 entries of the section above lead into the next:
SMILES,Pol eta inh,Pol iota inh,APEX1 inh,POLK inh,BAZ2B block,JMJD2A Tudor inh,G9a inh,BLM helicase inh,POLB inh
COc1cc([N+](=O)[O-])ccc1N,-5%,71%[activator],-2%,-4%,7%,-9%,?,-2%,18%[57.1 µM]
Cc1ccccc1N(C)S(=O)(=O)c1ccc2[nH]cc(C(=O)NCC3CCCO3)c(=O)c2c1 (stereo not given),-1%,-15%[58.9 µM],-5%,-2%,-2%,-32%,1%[12.7 µM],-2%,-8%
Cn1cnc(S(=O)(=O)Nc2ccc(OC(F)(F)F)cc2)c1,-13%,-15%,-3%,-11%,-9%,2%,4%,-1%,-4%
CC(C)Oc1ccc(C(CCNCc2ccc(O)cc2)c2ccccc2)cc1 (stereo not given),-20%,19%,31%,9%,-21%,-28%,-6%,-1%,33%
CCOc1cc(N2CCOCC2)c(OCC)cc1NC(=O)c1nc2nc(C)cc(C)n2n1,?,0%,-12%,-6%,13%,3%,-2%,-4%,2%
O=C1CCc2cc(S(=O)(=O)Nc3ccccc3)cc3c2N1CCC3,-1%,30%[activator],3%,-5%,12%,-7%,1%,nt,nt
OCc1cn(-c2ccccc2)nc1-c1cccnc1,-8%,8%,3%,-2%,-5%,-2%,-7%,1%,15%
COc1ccccc1NC(=O)C1CCCN1S(=O)(=O)c1cccc2nsnc12 (stereo not given),-4%,-26%,36%,-14%,-18%,14%,30%[activator],0%,26%
CC1=NN(c2ccc(C)cc2)C(=O)/C1=C/c1ccc(-c2cc([N+](=O)[O-])ccc2O)o1,20µM*,20µM*,-22%,79µM*,2%,32µM*,nt,-21%,7.1µM*
CCOC(=O)c1nnn(CC(=O)Nc2cc(F)ccc2F)c1C(=O)OCC,2%,18%,15%,-6%,2%,-5%,45%[59 µM],1%,-9%
O=C(O)c1ccc(NCCC2=CCCCC2)c([N+](=O)[O-])c1,-17%,9%,6%,-7%,-30%,-29%,?,-1%,-2%
COc1ccc(S(=O)(=O)N2CCC(C(N)=O)CC2)cc1C(=O)N1CCCCCC1,-24%,31%[activator],-5%,4%,-1%,1%,47%[activator],2%,21%
O=C(NNC(=O)c1cccs1)c1ccc2ccccc2c1,6%,89%[activator],4%,-16%,0%,-10%,4%,-3%,-9%
O=C(Nc1ccccc1N1CCCCC1)c1cccc(F)c1,-1%,31%[activator],3%,-17%,54%[activator],175%[activator],0%[12.7 µM],-7%,2%
Cc1cccc(-n2ccc(=O)c(C(=O)Nc3ccc(S(=O)(=O)Nc4onc(C)c4C)cc3)n2)c1,-5%,17%,42%,-8%,?,-6%,-25%,-1%,-4%
O=C(COC(=O)CC(c1ccccc1)c1ccccc1)Nc1cccc(F)c1,-21%,7%,-4%,-15%,11%,3%,?,-11%,?
CCc1ccc(-c2cc(C)no2)cc1S(=O)(=O)N1CCN(c2ccccc2)CC1,-11%,42%[activator],25%,7%,-17%,-14%,39%,-6%,30%
Clc1ccccc1OCCSc1nnc(-c2cccs2)o1,-11%,0%,nt,-7%,111%[activator],110%[activator],72%[activator][59 µM],-7%,31%
NS(=O)(=O)c1ccc(CCn2c(=S)[nH]c3ccccc3c2=O)cc1,-3%,-18%,-2%,1%,-2%,-4%,nt,-3%,21%
C[C@@H]1CN(C2CCN(Cc3nc(C(c4ccccc4)c4ccccc4)no3)CC2)C[C@H](C)O1,-6%,4%,2%,-9%,-3%,-21%,5%,-5%,-11%
CC(C)CNC(=O)NC(=O)COC(=O)c1cc([N+](=O)[O-])ccc1NCc1ccccc1Cl,nt,nt,3%,nt,-5%,nt,?,-2%,-1%
Cc1[nH]n(-c2ccccc2)c(=O)c1/C=N/NC(=O)c1cccc([N+](=O)[O-])c1,-13%,2%,-1%,5%,-4%,-21%,31%[2.33 µM],-1%,14%

# Of the compounds above, three contain a thiophene ring, fused or not:
SMILES,Pol eta inh,Pol iota inh,APEX1 inh,POLK inh,BAZ2B block,JMJD2A Tudor inh,G9a inh,BLM helicase inh,POLB inh
CC1CN(S(=O)(=O)c2cc(C(=O)N(C)Cc3cccs3)ccc2Cl)CC(C)O1 (stereo not given),-8%,10%,-2%,-8%,nt,-19%,nt,nt,nt
O=C(NNC(=O)c1cccs1)c1ccc2ccccc2c1,6%,89%[activator],4%,-16%,0%,-10%,4%,-3%,-9%
Clc1ccccc1OCCSc1nnc(-c2cccs2)o1,-11%,0%,nt,-7%,111%[activator],110%[activator],72%[activator][59 µM],-7%,31%

# Two entries from above, with values under each structure.
# Below each SMILES – Pol eta inh	Pol iota inh	APEX1 inh	POLK inh	BAZ2B block	JMJD2A Tudor inh	G9a inh	BLM helicase inh	POLB inh
> COc1ccc(S(=O)(=O)N2CCC(C(N)=O)CC2)cc1C(=O)N1CCCCCC1
→ -24%	31%[activator]	-5%	4%	-1%	1%	47%[activator]	2%	21%
> Clc1ccccc1OCCSc1nnc(-c2cccs2)o1
→ -11%	0%	nt	-7%	111%[activator]	110%[activator]	72%[activator][59 µM]	-7%	31%

# Additional compounds follow.
SMILES,Pol eta inh,Pol iota inh,APEX1 inh,POLK inh,BAZ2B block,JMJD2A Tudor inh,G9a inh,BLM helicase inh,POLB inh
CCOc1ccc(-c2c(C(=O)N/N=C/c3ccc(C)cc3)nnn2-c2nonc2N)cc1,-19%,47%[activator],-5%,0%,-18%,-35%,3%,-2%,-10%
Cc1ccc(C(C)C)c(OCCNC(=O)c2ccccc2O)c1,-29%,65%[activator],-11%,-14%,46%[activator],-1%,nt,-9%,-13%
CCNC(=S)Nc1c(C)n(C)n(-c2ccccc2)c1=O,-21%,44%[activator],3%,-5%,-1%,-7%,-17%,-3%,1%
O=C(COc1ccccc1CNCc1ccccc1)Nc1ccccc1,-17%,16%,3%,-11%,1%,-15%,4%[59 µM],-7%,1%
CCOC(=O)Cc1csc(NC(=O)c2cccc([N+](=O)[O-])c2)n1,3%,7%,-16%,-8%,-12%,-31%,-6%[12.7 µM],-14%,1%
O=C(NCCc1cccc(F)c1)C1CCC(=O)N(C2CCCCCC2)C1 (stereo not given),-13%,-7%,-1%,10%,5%,-5%,nt,-2%,0%
CCn1c(SCC(=O)N/N=C/c2cc(OC)c(O)c(OC)c2)nc2ccccc21,-21%,24%,11%,-7%,-5%,-8%,?,0%,3%
CC(=O)NCCc1nc2cc(NC(=O)c3cccc([N+](=O)[O-])c3)ccc2n1C,-6%,74%[activator],10%,11%,4%,11%,-3%,-2%,12%
Cc1ccc(CNC(=O)COC(=O)Cn2nc(C)c([N+](=O)[O-])c2C)cc1,-20%,-13%,-3%,3%,-20%,-4%,29%[12.7 µM],-5%,-1%
CC(=O)OCC(=O)N1N=C(c2ccc3ccccc3c2)CC1c1ccccc1 (stereo not given),-14%,55%[activator],0%,-9%,-19%,-17%,-9%,-13%,-6%
Cc1cccc(-n2ncc3c2CCCC3NC(=O)CN2CCOC2=O)c1C (stereo not given),-15%,18%,8%,-10%,-12%,-14%,-10%,1%,86%
COc1ccc(C(=O)N2CCCC2)cc1S(=O)(=O)N1CCOCC1,-5%,-3%[58.9 µM],-7%,-22%,-10%,-2%,2%[59 µM],0%,9%
CC1CC(C)CN(CCCNC(=O)c2ccc(N3CCCC3=O)cc2)C1 (stereo not given),-2%,-17%,9%,-6%,0%,-12%,7.9µM*,0%,8%
